# PTEN del growth – growth suppressors of cells with PTEN tumor suppressor deletion; HCT116 PTEN-null viability, CellTiter-Glo, 60 h; active compounds read low; viability, % at 10 µM; 1.2% of 140,000 active;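 active = viability at or below a set limit, 4 SD under the median of all tested compounds, cut at about 3.7% in these data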;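 also: PTEN knockout HCT116 line with beta catenin targeted HCT116 as companion control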
# Yeast growth inh – yeast BB579 growth reduction in restrictive medium; S. cerevisiae BB579 growth, OD615, 48 h; inhibition, % at 10 µM; 0.51% of 140,000 active;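 active = inhibition above a set limit, 3 SD over the mean compound inhibition, cut at about 44% in these data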; also: inactives centre near -24
#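 Test system: DeaD yeast strain BB579 / Buffer or medium: restrictive glucose-based CSMM-D medium / Doses: single 10 µM dose / Schedule: 4 h cell preincubation, 48 h compound exposure, 30 °C humidified / Technique: culture absorbance at 615 nm / Controls: amphotericin B positive control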
# HCT116 bCat-KO – beta-catenin-lacking colon tumor cell growth suppression; viability, % at 10 µM; AID 818; 1.5% of 140,000 active; HCT116 beta-catenin knockout viability, CellTiter-Glo, 60 h; active compounds read low;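 active = viability at or under a set limit, the compound median less 4 SD, cut at about 6% in these data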;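 also: 0% = Hyamine 1622 control at 20 µM and 100% = untreated cell control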
# E-sel TNF inh – blocks E-selectin expression induced by TNF alpha; HUVEC TNFa-induced E-selectin immunofluorescence, high content; inhibition, % at 2 µM; 0.71% of 120,000 active;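 active = inhibition above the batch mean plus 3 SD, and confirmed as a hit on visual image review, cut at about 43% in these data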;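 also: 0% = TNF-stimulated DMSO wells and 100% = unstimulated control wells; not every result past the cut was called active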
# Phagocyt inh – inhibitors of macrophage phagocytosis | AID 1029 | J774A.1 macrophage IgG-bead phagocytosis, imaging | 0.07% of 110,000 active | inhibition, % at 5 µM;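 active = inhibition above the mean of the plate negative controls plus 5 SD, cut at about 13% in these data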;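 also: phagocytic index as fraction of beads internalized from green versus red external bead signal; plate controls were DMSO negative control for no effect and cytochalasin-D positive control for full effect; some results beyond the cut were filed as inactive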
# GALR2 antag – antagonists of human galanin receptor 2 (GALR2); GALR2-expressing cells, antagonist mode; inhibition, % at 4 µM; 0.39% of 140,000 active; AID 828; in the data active = inhibition above about 27%;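 also: cells stimulated with galanin 1-16 at roughly its EC80; 0% = agonist challenge control and 100% = basal control without agonist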
# Target sequence (O43603 whole entry, looked up): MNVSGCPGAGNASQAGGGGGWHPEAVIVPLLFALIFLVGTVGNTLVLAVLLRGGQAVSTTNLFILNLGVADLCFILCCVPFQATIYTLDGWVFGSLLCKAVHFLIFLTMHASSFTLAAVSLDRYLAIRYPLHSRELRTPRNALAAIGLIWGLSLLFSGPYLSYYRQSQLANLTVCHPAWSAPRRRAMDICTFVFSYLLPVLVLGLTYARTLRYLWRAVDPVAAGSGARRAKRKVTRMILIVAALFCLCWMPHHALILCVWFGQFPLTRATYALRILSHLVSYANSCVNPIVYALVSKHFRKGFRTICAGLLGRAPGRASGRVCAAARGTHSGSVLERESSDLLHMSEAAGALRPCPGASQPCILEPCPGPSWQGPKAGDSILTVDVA
# MRP-1 activ – activators of MRP-1; H69AR cells + doxorubicin, viability rescue, CellTiter-Glo; viability increase, % at 10 µM; 0.61% of 140,000 active;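 active = viability gain under doxorubicin at or above a set limit, the compound median plus 3 SD, cut at about 4.7% in these data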;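 also: MRP-1 overexpressing cells given doxorubicin 25 µM after compound pretreatment; 18-22 h compound pretreatment then 72 h with doxorubicin before readout; 0% = doxorubicin-only wells and 100% = vehicle-treated cells without doxorubicin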
# Measles CPE – protection of cells from measles virus; Measles virus-infected cells, CPE protection, absorbance; protection (pct of control), % at 4 µM; 1.5% of 140,000 active; in the data active = protection mostly above about 24%, no sharp cut-off; inactive = mostly below about 26%; also: some compounds called inactive have numbers as strong as hits
# NPY-Y2 antag – blocks the human neuropeptide Y Y2 receptor; 0.99% of 140,000 active; NPY-Y2 expressing cells, antagonist mode; AID 793; inhibition, % at 2.7 µM; P49146; in the data active = inhibition above about 17%;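 also: 0% = vehicle with agonist challenge and 100% = reference antagonist with challenge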
# Target sequence (P49146 whole entry, looked up): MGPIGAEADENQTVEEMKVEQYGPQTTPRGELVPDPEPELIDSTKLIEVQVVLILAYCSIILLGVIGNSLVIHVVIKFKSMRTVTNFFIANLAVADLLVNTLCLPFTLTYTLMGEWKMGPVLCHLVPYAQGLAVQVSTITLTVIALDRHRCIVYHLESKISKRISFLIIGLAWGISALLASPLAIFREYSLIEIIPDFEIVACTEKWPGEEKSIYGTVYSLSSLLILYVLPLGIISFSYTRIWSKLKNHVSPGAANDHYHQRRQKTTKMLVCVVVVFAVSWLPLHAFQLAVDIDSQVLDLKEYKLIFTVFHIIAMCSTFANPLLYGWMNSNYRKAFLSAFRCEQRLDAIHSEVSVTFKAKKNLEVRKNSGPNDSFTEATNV
# Yeast lifespan up – extends the lifespan of yeast; S. cerevisiae growth with nicotinamide, OD615; deaD strain in restrictive glucose medium; inhibition of the nicotinamide effect, % at 10 µM; 0.68% of 130,000 active; AID 775;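 active = inhibition above a set limit, placed 3 SD over the median of all compounds, cut at about 26% in these data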;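 also: 0% = nicotinamide-treated wells and 100% = cells grown without nicotinamide; some compounds called inactive have numbers as strong as hits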
#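 Assay system: engineered S. cerevisiae DeaD replicative-lifespan strain, galactose-grown log-phase cells; medium: restrictive CSMM-D dextrose medium; also added: nicotinamide, 1.5 mM, co-present with compound; schedule: 48 h compound exposure at 30 °C, humidified; detection: absorbance at 615 nm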
# The depositor's hits bear a star; nt = not tested or not shown.
Compound,PTEN del growth,Yeast growth inh,HCT116 bCat-KO,E-sel TNF inh,Phagocyt inh,GALR2 antag,MRP-1 activ,Measles CPE,NPY-Y2 antag,Yeast lifespan up
Cc1cccc2c1CC(C)(C)N=C2C1=C(O)CC(C)(C)CC1=O,79,5,78,9,nt,2,-3.0,4,1,-27
O=C1c2ccccc2C(=O)N1c1n[nH]c(CCc2ccccc2)n1,91,-30,99,-12,0,-7,0.3,7,0,-3
Cn1c(SCc2ccccc2Cl)nc(C(F)(F)F)cc1=O,85,-19,83,-35,-2,-4,-3.0,22,13,2
COc1ccc2c3c(c(=O)oc2c1OCC(=O)C(C)(C)C)CCCC3,82,-7,81,-23,0,-1,-0.4,4,2,-6
CN1CCN(C(=O)C2CCN(S(=O)(=O)c3cnc[nH]3)CC2)CC1,97,-17,94,-6,-3,6,-1.0,5,0,-6
CCCc1[nH]c(=O)c(C#N)c2c1CCCC2,96,-7,107,-16,nt,5,0.1,7,5,1
Cc1ccc(CCNC(=O)C2CCCN(S(=O)(=O)c3cnc[nH]3)C2)cc1 (stereo not given),95,23,84,nt,0,6,-0.8,20,1,-11
CCCCCCn1c(O)c(/C=C2\C=NN=C2c2ccccc2)sc1=S,77,-8,89,4,3,-12,5.3*,13,2,-2
COc1ccc(N(CC(=O)N/N=C/c2cc3ccc(OC)cc3nc2Cl)S(=O)(=O)c2ccccc2)cc1,75,-11,90,nt,-13,4,-3.0,9,1,0
CCC(C(=O)N1CCN(c2ccccc2OC)CC1)c1ccccc1 (stereo not given),53,-21,52,3,11,-1,-3.5,4,1,12
Cc1ccc(N2CC(C(=O)Nc3ccncc3)CC2=O)cc1 (stereo not given),93,-31,90,7,1,2,-1.8,3,6,1
CC(C)Oc1ccc(C(=O)CCN2CCCCC2)cc1,80,-22,89,27,nt,-5,-4.3,10,2,2
Cc1ccccc1P(=O)(CO)c1ccccc1C,104,-34,106,13,0,8,-0.7,6,1,-5
Cc1ccc(-c2nn(C)c(=O)c3ccccc23)cc1CNS(C)(=O)=O,85,-49,83,-45,2,-3,-1.9,19,0,-16
COCCNC(=S)N(CCc1c(C)[nH]c2ccc(C)cc12)Cc1cc(OC)c(OC)c(OC)c1,83,8,75,1,nt,-8,-2.7,12,-1,1
CC(C)c1cc(NC(=O)CSc2nnc(-c3ccccc3F)n2C)on1,105,-23,84,-32,-1,0,-3.4,-1,6,-8
Cc1nc2ccc(S(=O)(=O)NC(C(=O)NC3CCCC3)C(C)C)cc2s1 (stereo not given),99,-62,92,nt,0,-4,-0.4,10,-1,-3
CN(Cc1nc2ccccc2c(=O)[nH]1)c1ccccc1,105,-28,92,5,-10,11,0.0,15,4,-1
Cc1ccc(/C=C2/SC(=S)N(CCC(=O)N3CCN(c4ccccc4)CC3)C2=O)cc1,80,-12,91,-22,0,-5,3.5,17,0,-18
C[C@H](NS(=O)(=O)c1ccc(Cl)c(Cl)c1)C(=O)OCc1cc(=O)n2cc(Br)ccc2n1,89,-35,97,nt,-9,-13,-0.7,10,6,-3
O=C(NCCCO)c1ccc2[nH]c3c(c2c1)CCCC3,100,4,111,0,0,12,-0.1,1,-1,-10
O=C(C1=C(O)C(=O)N(CCN2CCOCC2)C1c1ccccn1)c1cccs1 (stereo not given),107,-19,109,-2,1,5,0.7,38,0,8
O=C(Nc1nncs1)c1c(F)c(F)c(F)c(F)c1F,98,-1,93,-7,-2,8,-3.1,15,-1,-6
CC(C)(C)c1nc(NCC2CCCO2)c2nnn(Cc3ccccc3)c2n1 (stereo not given),90,-66,96,-12,0,3,-0.4,3,2,-11
CC(Oc1ccc(Cl)cc1)C(=O)NNC(=S)NC(=O)c1ccco1 (stereo not given),16,-6,23,nt,3,4,-1.5,5,2,-13

# (continued)
Compound,PTEN del growth,Yeast growth inh,HCT116 bCat-KO,E-sel TNF inh,Phagocyt inh,GALR2 antag,MRP-1 activ,Measles CPE,NPY-Y2 antag,Yeast lifespan up
CC(=O)c1cccc(Nc2nc(-c3cccc([N+](=O)[O-])c3)cs2)c1,25,-45,28,-17,0,12,-5.9,5,-3,-19
CCCN(CCC)S(=O)(=O)c1ccc(NS(=O)(=O)c2ccc(F)cc2)cc1,92,-18,89,-16,-2,2,-1.7,9,0,9
O=C(C1CCN(S(=O)(=O)c2cccs2)CC1)N1CCN(c2ccccc2)CC1,84,-35,86,24,-1,0,0.2,3,-1,0
COC(=O)c1c(NC(=O)c2cccs2)sc2c1CCCC2,70,5,73,nt,0,10,-3.5,5,7,-28
Cc1cc(C)n(Cc2ccc(C(=O)Nc3cccc(Br)c3)o2)n1,73,-43,82,11,-3,12,-0.4,12,1,3
COc1ccccc1NC=C1C(=O)OC(C)(C)OC1=O,111,-47,101,nt,0,-5,1.7,18,1,-12
CCOC(=O)C(C)Sc1ncc(OC)c(Sc2ccc(Cl)cc2)n1 (stereo not given),53,-28,62,nt,nt,-8,-2.6,2,17,-7
COc1ccc(C(=O)NC(=S)NCC2CCCO2)cc1 (stereo not given),104,-24,93,8,-2,4,-2.8,3,3,-1
COc1ccc(C(=O)N2CCCC(c3nc(-c4cccs4)no3)C2)cc1 (stereo not given),77,-40,78,nt,0,-8,-2.6,3,4,-12
C/C(=N\NC(=O)c1cccc(C)c1)c1ccc(N2CCOCC2)cc1,101,-9,96,100*,-2,-6,-0.6,8,5,-8
O=C(Nc1ccc(N2CCN(C(=O)c3ccco3)CC2)cc1)c1ccc(F)cc1,113,-38,92,-9,0,-6,0.2,7,1,-7
O=C(CSc1nc(-c2ccccc2)c(-c2ccccc2)o1)Nc1nnc(-c2ccccc2)s1,100,-39,101,-42,-1,3,-1.7,5,3,-15
CCOC(=O)c1cc(OC(=O)c2ccccc2)n(-c2ccccc2)n1,101,12,95,-1,-1,-9,-1.1,21,3,-5
O=C(/C=C/c1ccc(Cl)cc1)NC(=S)NN1CCCCC1c1cccnc1 (stereo not given),91,-25,90,nt,-13,14,4.1,24,40*,-4
FC(F)(F)c1cc(-c2ccccc2)nc(N2CCCCCC2)n1,101,-42,92,-44,1,-19,-1.6,2,0,-1
O=c1[nH][nH]c(C(F)(F)F)c1C=NCc1cccc(Cl)c1,106,-22,104,-2,nt,-5,0.5,1,3,-11
Cc1ccccc1C(=O)N1CCN(c2ncnc3c2cnn3-c2ccccc2)CC1,28,-37,24,-3,-2,3,-4.1,12,-1,-12
COc1ccc(CCN2C(=O)CN(Cc3ccccc3)CC2=O)cc1OC,0.1*,-25,57,-11,-4,1,-2.1,5,2,1
COCCn1nnnc1C(CC(C)C)N1CCN(C(=O)c2ccco2)CC1 (stereo not given),91,-21,93,-30,-1,8,-0.7,9,4,-1
O=C(CCn1c(=O)sc2ccccc21)Nc1nccs1,82,-40,98,-23,0,-9,-0.1,0,3,-12
COC(=O)c1scc(C)c1NC(=O)Cc1ccccc1,94,-20,91,-2,nt,1,-2.0,4,-1,-3
CC(=O)COC(=O)c1cccc(N2C(=O)C3C4C=CC(C4)C3C2=O)c1 (stereo not given),100,19,95,-19,0,1,-1.6,3,0,-9
Cc1cccc(Cc2cnc(NC(=O)c3ccc(C)o3)s2)c1,74,-20,84,-15,2,-18,-2.5,4,4,-21
CC1(CCc2ccc3c(c2)OCO3)NC(=O)c2ccccc2N1 (stereo not given),95,-39,89,-19,nt,14,-3.7,9,1,-6
COCCn1c(C)cc(C(=O)COC(=O)CCc2ccc(S(=O)(=O)N3CCOCC3)cc2)c1C,104,-33,97,-32,1,-10,-1.4,nt,11,-7

# Three structures out of the list, ordered by molar mass, smallest number first.
Compound,PTEN del growth,Yeast growth inh,HCT116 bCat-KO,E-sel TNF inh,Phagocyt inh,GALR2 antag,MRP-1 activ,Measles CPE,NPY-Y2 antag,Yeast lifespan up
COC(=O)c1scc(C)c1NC(=O)Cc1ccccc1,94,-20,91,-2,nt,1,-2.0,4,-1,-3
O=C(/C=C/c1ccc(Cl)cc1)NC(=S)NN1CCCCC1c1cccnc1 (stereo not given),91,-25,90,nt,-13,14,4.1,24,40*,-4
O=C(CSc1nc(-c2ccccc2)c(-c2ccccc2)o1)Nc1nnc(-c2ccccc2)s1,100,-39,101,-42,-1,3,-1.7,5,3,-15

# Continuation:
Compound,PTEN del growth,Yeast growth inh,HCT116 bCat-KO,E-sel TNF inh,Phagocyt inh,GALR2 antag,MRP-1 activ,Measles CPE,NPY-Y2 antag,Yeast lifespan up
COc1ccc(-n2nc(C(=O)Nc3nc4ccc(OC)cc4s3)c3ccccc3c2=O)c(OC)c1,2.6*,10,12,nt,-5,3,-5.4,nt,2,-2
O=C(CCc1ccccc1)Nc1cccc(-c2nnc(-c3ccco3)o2)c1,67,-38,67,-17,-1,-7,-1.6,5,2,-24
CN(CCOC(=O)c1ccccc1)Cc1ccccc1,98,-42,88,nt,-4,7,0.4,13,3,10
CCN(Cc1ccccc1)c1ccc(/C=N/NC(=O)c2cccc(S(=O)(=O)N3CCOCC3)c2)cc1,43,-20,36,24,-7,1,-2.9,4,2,2
Cc1nc2cc3ccccc3cc2c(=O)[nH]1,89,45*,93,-23,0,-7,-1.1,24,1,-16
CC(C)C(CC(=O)NCc1ccco1)c1ccco1 (stereo not given),93,6,97,7,0,-7,-1.8,5,3,-18
COc1ccccc1NC(=O)CSc1nnc(C2CCCCC2)o1,84,1,100,nt,-1,-5,-1.9,15,5,-24
COc1ccc(-c2noc(CSc3nc4sc(C)c(C)c4c(=O)n3-c3ccccc3)n2)cc1OC,59,-26,65,4,0,4,-0.9,3,1,3
COc1cccc(CSc2nnc(C(F)(F)F)n2Cc2ccc(F)cc2)c1,66,-29,65,21,nt,-4,-0.5,13,10,-14
Clc1ccc2ncc(-c3nnnn3-c3ccccc3)c(-c3ccccc3)c2c1,15,3,12,-13,nt,-3,0.8,3,3,0
COc1ccc(C2Nc3ccccc3C(=O)N2Cc2ccco2)cc1COc1ccc(F)cc1 (stereo not given),53,-19,55,-5,nt,-10,-3.9,9,22*,nt
CNc1nnc(CSc2nc3ccccc3s2)s1,115,-1,105,-2,nt,10,-1.8,3,7,nt
CCCNC(=O)CN(C1CCCCC1)S(C)(=O)=O,97,-45,87,4,0,-8,-1.4,9,2,-4
CC1CCc2c(sc3ncnc(N4CCOCC4)c23)C1 (stereo not given),87,-14,96,0,-2,-29,-1.0,9,2,-8
Cc1ccc(NC(=O)C2C3C=CC4(CN(Cc5cccnc5)C(=O)C24)O3)cc1F (stereo not given),105,2,99,-6,0,16,-0.1,3,1,-11
CCCc1cc2c(cc1NC(=O)c1ccccc1Cl)OCO2,70,-52,76,21,-5,-8,-2.3,4,2,-11
O=C(Nc1ccccc1C(F)(F)F)NC1CCCCCCC1,85,-13,94,19,1,-3,-0.7,16,6,-2
O=C(Nc1cccc(C(F)(F)F)c1)c1cccnc1,99,-4,101,12,-2,-4,1.5,32,0,-12
CCN(CC)C(=O)c1cc2sc3ccccc3c2s1,63,7,66,nt,-2,-2,-0.1,7,6,-11
COc1ccc(O)c(C2NC(CC(C)C)(C(=O)O)C3C(=O)N(Cc4ccccc4)C(=O)C23)c1 (stereo not given),99,-24,97,-57,0,5,-1.1,10,2,9
O=c1ccc2c(o1)/C(=C/C=C(Cl)Cl)CCC2,91,-48,82,5,0,18,-0.1,22,3,-12

# High-throughput results as filed in PubChem BioAssay.
